BioA inh = blocks M. tuberculosis BioA enzyme activity | purified M. tuberculosis BioA enzyme, plate reader | inhibition, % at 9.99 µM | hit rate 0.096% among 360,000; in the data active = inhibition above about 40%
* marks the source's active call; other numbers are inactive results. Only part of the results is shown; count on the stated rates, not on these rows.

SMILES	BioA inh
CO[C@H]1CN(C)C(=O)c2ccc(NC(=O)Nc3ccccc3)cc2OC[C@@H](C)N(C(=O)Nc2c(C)noc2C)C[C@@H]1C	1.5
C[C@@H]1CN([C@@H](C)CO)C(=O)c2cccc(NC(=O)c3cnccn3)c2O[C@@H]1CN(C)C(=O)NC1CCCCC1	-0.3
CCCC(=O)Nc1ccc2c(c1)C(=O)N(C)[C@H]1CC[C@H](CC(=O)N3CCc4ccccc4C3)O[C@H]1CO2	17
C[C@H]1CN([C@@H](C)CO)C(=O)c2cccc(NC(=O)C3CCOCC3)c2O[C@@H]1CN(C)CC1CC1	-0.3
C[C@H](O)C#Cc1ccc2c(c1)O[C@H](CN(C)C)[C@H](C)CN([C@H](C)CO)S2(=O)=O	1.1
CO[C@@H]1CN(C)C(=O)c2cc(NS(=O)(=O)c3ccccc3C)ccc2OC[C@@H](C)N(S(C)(=O)=O)C[C@H]1C	-0.5
Cc1ccc(S(=O)(=O)N(C)C[C@@H]2Oc3c(NC(=O)Nc4c(C)noc4C)cccc3C(=O)N([C@H](C)CO)C[C@@H]2C)cc1	-1.2
CN(C)CC(=O)N1CCCCN2[C@H](CO)[C@H](c3ccc(-c4cccc(C(=O)N(C)C)c4)cc3)[C@H]2C1	1.4
C[C@H](CO)N1C[C@H](C)[C@H](CN(C)C(=O)C2CC2)Oc2ncc(C#CC3CCCC3)cc2C1=O	-1.8
C[C@@H]1CN([C@H](C)CO)S(=O)(=O)c2ccc(C#CC3CC3)cc2O[C@@H]1CN(C)C(=O)Cc1ccncc1	-0.5
C[C@@H]1CN([C@@H](C)CO)C(=O)c2cc(NC(=O)c3ccncc3)ccc2O[C@H]1CN(C)Cc1ccc(Cl)c(Cl)c1	-0.3
C[C@@H]1CN([C@H](C)CO)C(=O)c2cc(NC(=O)Cc3ccccc3)ccc2O[C@@H](C)CCCCO[C@H]1CN(C)C(=O)c1ccccc1	1.4
CC(C)C#Cc1ccc([C@@H]2[C@H](CO)N3CCCCN(C(=O)NC(C)C)C[C@@H]23)cc1	4.5
CO[C@@H]1CN(C)C(=O)c2ccc(NC(=O)NC(C)C)cc2OC[C@H](C)N(C(=O)CN(C)C)C[C@H]1C	-2.0
C[C@@H]1CN([C@H](C)CO)C(=O)c2cc(NC(=O)Nc3ccccc3)ccc2O[C@@H](C)CCCCO[C@@H]1CN(C)S(=O)(=O)c1cccs1	-0.1
O=C(C[C@H]1C[C@H]2c3cc(NC(=O)Nc4ccccc4F)ccc3O[C@H]2[C@H](CO)O1)NCc1ccc2c(c1)OCO2	-2.0
COc1ccc(NC(=O)N(C)C[C@H]2Oc3ncc(C4=CCCC4)cc3C(=O)N([C@@H](C)CO)C[C@@H]2C)cc1	4.2
C[C@@H]1CN([C@H](C)CO)C(=O)c2cc(NS(=O)(=O)c3ccccc3)ccc2O[C@@H](C)CCCCO[C@@H]1CN(C)C(=O)c1ccccc1	-0.2
C[C@H](CO)N1C[C@H](C)[C@H](CN(C)C(=O)[C@@H](Cc2ccccc2)N(C)C)OCc2ccccc2-c2c(n(C)c3ccccc23)C1=O	10
CN1C(=O)c2cc(NC(=O)Nc3ccccc3Cl)ccc2OC[C@H]2O[C@H](CC(=O)O)CC[C@H]21	-2.9
C[C@@H]1CN([C@@H](C)CO)C(=O)Cc2cc(NC(=O)CCCCCC(=O)Nc3ccccc3N)ccc2O[C@@H]1CN(C)Cc1ccc2c(c1)OCO2	1.0
CO[C@@H]1CN(C)C(=O)c2cc(NC(=O)c3ccccc3F)ccc2OC[C@H](C)N(C(C)=O)C[C@H]1C	-0.9
C[C@H](CO)N1C[C@H](C)[C@H](CN(C)C(=O)Nc2ccc(F)cc2)Oc2ccc(NC(=O)CCC(F)(F)F)cc2C1=O	-0.4
C[C@H]1CN([C@@H](C)CO)S(=O)(=O)c2ccc(C#CC(C)(C)O)cc2O[C@H]1CN(C)C(=O)CN(C)C	-0.2
COc1ccccc1NC(=O)N[C@H]1CC[C@H](CC(=O)N[C@H](C)c2ccccc2)O[C@H]1CO	3.2

Pulled one by one from the list above, five records:
SMILES	BioA inh
CO[C@@H]1CN(C)C(=O)c2ccc(NC(=O)NC(C)C)cc2OC[C@H](C)N(C(=O)CN(C)C)C[C@H]1C	-2.0
CN(C)CC(=O)N1CCCCN2[C@H](CO)[C@H](c3ccc(-c4cccc(C(=O)N(C)C)c4)cc3)[C@H]2C1	1.4
CO[C@@H]1CN(C)C(=O)c2cc(NS(=O)(=O)c3ccccc3C)ccc2OC[C@@H](C)N(S(C)(=O)=O)C[C@H]1C	-0.5
C[C@H](O)C#Cc1ccc2c(c1)O[C@H](CN(C)C)[C@H](C)CN([C@H](C)CO)S2(=O)=O	1.1
Cc1ccc(S(=O)(=O)N(C)C[C@@H]2Oc3c(NC(=O)Nc4c(C)noc4C)cccc3C(=O)N([C@H](C)CO)C[C@@H]2C)cc1	-1.2

(next part)
SMILES	BioA inh
Cc1ccc(S(=O)(=O)Nc2ccc3c(c2)C(=O)N([C@H](C)CO)C[C@H](C)[C@@H](CN(C)C(=O)Nc2ccc4c(c2)OCO4)OCCCC[C@H](C)O3)cc1	-0.5
CN(C)Cc1cn(CC[C@H]2CC[C@H](NS(=O)(=O)c3ccc(-c4ccccc4)cc3)[C@H](CO)O2)nn1	-1.2
C[C@@H]1CCCCO[C@H](CN(C)C(=O)CCC(F)(F)F)[C@@H](C)CN([C@@H](C)CO)C(=O)c2cc(NS(=O)(=O)c3ccccc3)ccc2O1	-0.1
CCC(=O)N[C@@H]1C=C[C@H](CC(=O)NCc2ccccc2F)O[C@@H]1CO	-3.1
Cc1ccc(S(=O)(=O)N(C)C[C@H]2Oc3ccc(NC(=O)CCC(F)(F)F)cc3CC(=O)N([C@@H](C)CO)C[C@H]2C)cc1	0.8
COCC(=O)Nc1ccc2c(c1)C(=O)N(C)C[C@H](OC)[C@@H](C)CN(C(=O)c1ccccc1)[C@@H](C)CO2	-0.7
C[C@H](NC(=O)C[C@H]1C=C[C@H](NC(=O)c2cccnc2)[C@@H](CO)O1)c1ccccc1	-4.5
C[C@@H]1CN([C@H](C)CO)C(=O)c2cc(NC(=O)Cc3ccccc3)ccc2O[C@@H](C)CCCCO[C@@H]1CN(C)C(=O)Nc1cccc2ccccc12	0.7
C[C@@H]1CN([C@H](C)CO)C(=O)Cc2cc(NC(=O)C3CCCCC3)ccc2O[C@H]1CN(C)CC1CCCCC1	-0.2
CO[C@@H]1CN(C)C(=O)c2ccc(NC(=O)C3CC3)cc2OC[C@H](C)N(Cc2ccncc2)C[C@H]1C	-0.2
C[C@@H]1CN([C@@H](C)CO)C(=O)c2cc(NC(=O)C3CCCCC3)ccc2O[C@@H](C)CCCCO[C@@H]1CN(C)C(=O)c1ccccc1	2.6
C[C@H]1CN([C@@H](C)CO)C(=O)c2cc(NC(=O)Cc3ccccc3)ccc2O[C@@H]1CN(C)CC1CCCCC1	0.6
CCC(=O)N[C@@H]1CC[C@H](CCNS(=O)(=O)c2ccc(Cl)cc2)O[C@H]1CO	-1.4
Cc1noc(C)c1S(=O)(=O)N(C)C[C@@H]1OCCCC[C@H](C)Oc2ccc(NC(=O)NC(C)C)cc2C(=O)N([C@H](C)CO)C[C@H]1C	0.0
CO[C@H]1CN(C)C(=O)c2ccc(NS(C)(=O)=O)cc2OC[C@@H](C)N(Cc2ccccn2)C[C@@H]1C	-2.4
CO[C@@H]1CN(C)C(=O)c2ccc(NC(=O)Cc3ccccc3)cc2OC[C@H](C)NC[C@H]1C	-1.7
CNC[C@@H]1Oc2ccc(NC(=O)Nc3ccc(OC)cc3)cc2CC(=O)N([C@H](C)CO)C[C@@H]1C	-0.6
COc1ccc(NC(=O)Nc2ccc3c(c2)C(=O)N([C@@H](C)CO)C[C@@H](C)[C@H](CN(C)Cc2ccc(C(=O)O)cc2)O3)cc1	1.9
CN(C)CC#Cc1ccc([C@H]2[C@H]3CN(C(=O)CN(C)C)CCCCN3[C@H]2CO)cc1	0.9
CCN1[C@@H]2c3ccc(-c4cccc(OC)c4)c(=O)n3C[C@H]1[C@H](CO)[C@H]2C(=O)OC	3.3
COc1cccc(-c2ccc([C@@H]3[C@H](C#N)N(C(=O)Cc4ccccc4)[C@H]3CO)cc2)c1	-1.6
CC=Cc1ccc2n(c1=O)C[C@H]1[C@H](CO)[C@@H](C(=O)NCCC)[C@@H]2N1Cc1ccccc1OC (mixture of isomers)	-0.7
Cc1ccccc1S(=O)(=O)N1CC[C@@H]2[C@@H](CO)N(C)c3ccc(Br)cc3[C@@H]21	2.4
O=C(N[C@H]1CC[C@@H](CC(=O)N2CCc3ccccc3C2)O[C@@H]1CO)C1CCOCC1	0.9
O=C(c1ccccn1)N1CC[C@@H]2[C@H]1c1cc(Br)ccc1N[C@@H]2CO	6.1

Filtered by structure, the compounds so far with two or more sulfur atoms (two)
SMILES	BioA inh
CO[C@@H]1CN(C)C(=O)c2cc(NS(=O)(=O)c3ccccc3C)ccc2OC[C@@H](C)N(S(C)(=O)=O)C[C@H]1C	-0.5
C[C@@H]1CN([C@H](C)CO)C(=O)c2cc(NC(=O)Nc3ccccc3)ccc2O[C@@H](C)CCCCO[C@@H]1CN(C)S(=O)(=O)c1cccs1	-0.1

More structures:
SMILES	BioA inh
COC(=O)[C@@H]1[C@@H](CO)[C@@H]2Cn3c(ccc(-c4cccc(OC)c4)c3=O)[C@H]1N2C(=O)c1ccccc1F	-1.5
OC[C@@H]1[C@H](c2ccc(-c3ccc(F)cc3)cc2)[C@H]2CN(Cc3cccnc3)CCCCN12	-1.3
O=C(C[C@@H]1C=C[C@@H](NC(=O)NC2CCCCC2)[C@H](CO)O1)NCc1ccc(Cl)cc1	0.0
C[C@@H]1CCCCO[C@H](CN(C)S(=O)(=O)c2ccc(F)cc2)[C@@H](C)CN([C@H](C)CO)C(=O)c2cc(NS(=O)(=O)c3ccc(Cl)cc3)ccc2O1	0.0
C[C@H](CO)N1C[C@H](C)[C@H](CN(C)Cc2ccncc2)Oc2ccc(NC(=O)C3CCCCC3)cc2CC1=O	-2.6
COc1ccccc1S(=O)(=O)N[C@H]1CC[C@H](CCn2cc(C3CCCCC3)nn2)O[C@@H]1CO	-0.2
COc1ccc(NC(=O)N(C)C[C@H]2Oc3ccc(NC(=O)Nc4cccc5ccccc45)cc3C(=O)N([C@H](C)CO)C[C@H]2C)cc1	-0.3
C[C@@H]1CN([C@@H](C)CO)C(=O)c2cc(NC(=O)CCCN(C)C)ccc2O[C@@H]1CN(C)C(=O)Nc1cccc2ccccc12	4.5
C[C@H]1CN([C@@H](C)CO)C(=O)c2cc(NS(=O)(=O)c3cn(C)cn3)ccc2O[C@H]1CN(C)C	2.2
CCCNC(=O)N(C)C[C@H]1Oc2cc(C#CC(C)C)ccc2S(=O)(=O)N([C@@H](C)CO)C[C@@H]1C	0.9
Cc1noc(C)c1NC(=O)Nc1ccc2c(c1)C(=O)N([C@H](C)CO)C[C@H](C)[C@H](CN(C)C(=O)Nc1ccc3c(c1)OCO3)O2	0.4
O=C(C[C@@H]1CC[C@H]2[C@@H](COC[C@@H](O)CN2C(=O)c2cnccn2)O1)N1CCN(c2ccccc2)CC1	-1.7
C[C@@H]1CN([C@@H](C)CO)C(=O)c2cc(NC(=O)Cc3cn(C)c4ccccc34)ccc2O[C@H]1CN(C)S(=O)(=O)c1ccc(F)cc1	-3.6
CO[C@H]1CN(C)C(=O)c2ccc(NC(=O)Nc3ccccc3F)cc2OC[C@H](C)N(CC2CC2)C[C@H]1C	5.4
C[C@@H]1CN([C@H](C)CO)C(=O)c2cc(C#Cc3ccc(F)cc3)cnc2O[C@H]1CN(C)C	2.0
CO[C@H]1CN(C)C(=O)c2cc(NC(C)=O)ccc2OC[C@@H](C)N(C(=O)c2ccccc2)C[C@H]1C	-1.6
COc1ccc(CN(C)C[C@@H]2OCCCC[C@@H](C)Oc3ccc(NC(=O)c4ccccc4)cc3C(=O)N([C@H](C)CO)C[C@@H]2C)cc1	-0.7
COc1ccccc1-c1ccc2n(c1=O)C[C@@H]1[C@@H](CO)[C@H](C(=O)N3CCN(C)CC3)[C@H]2N1CC1CC1	-1.3
COC(=O)C[C@H]1CC[C@@H]2[C@@H](COc3ccc(NC(=O)Nc4ccc(C)cc4)cc3C(=O)N2C)O1	3.9
C[C@@H]1CN([C@H](C)CO)C(=O)Cc2cc(NC(=O)Nc3ccc4c(c3)OCO4)ccc2O[C@@H]1CN(C)Cc1ccccc1	-2.2
O=C(C[C@@H]1C[C@@H]2c3cc(NS(=O)(=O)c4ccccc4)ccc3O[C@@H]2[C@H](CO)O1)NC1CCCC1	1.6
O=C(C[C@H]1CC[C@H]2[C@@H](COC[C@@H](O)CN2C(=O)Nc2cccc(Cl)c2)O1)NCC1CCCCC1	1.6
CO[C@@H]1CN(C)C(=O)c2ccc(NS(C)(=O)=O)cc2OC[C@H](C)N(C(=O)CC2CC2)C[C@H]1C	2.3
C[C@H]1CCCCO[C@@H](CN(C)C(=O)NC2CCCCC2)[C@@H](C)CN([C@@H](C)CO)C(=O)c2cc(NC(=O)c3ccncc3)ccc2O1	0.3
O=C(C[C@@H]1CC[C@@H](NC(=O)C2CC2)[C@@H](CO)O1)NCC1CC1	0.7

More results follow.
SMILES	BioA inh
C[C@@H]1CN([C@H](C)CO)S(=O)(=O)c2ccc(C#CC3CCCC3)cc2O[C@@H]1CN(C)C	-2.4
C[C@H](CO)N1C[C@H](C)[C@@H](CN(C)C)Oc2ccc(NS(=O)(=O)c3ccccc3)cc2C1=O	-2.5
COc1ccc(NC(=O)N(C)C[C@H]2Oc3ccc(NC(=O)C4CCCCC4)cc3CC(=O)N([C@@H](C)CO)C[C@@H]2C)cc1	-0.4
CC(C)CC#Cc1ccc2c(c1)O[C@H](CN(C)Cc1cccnc1)[C@@H](C)CN([C@H](C)CO)S2(=O)=O	0.5
CN(C)C(=O)C[C@H]1CC[C@H]2[C@@H](COc3ccc(NC(=O)c4cnccn4)cc3C(=O)N2C)O1	21
N#C[C@@H]1[C@@H](c2ccc(/C=C/c3ccccc3)cc2)[C@@H](CO)N1C(=O)C1CCC1	-1.6

By substructure, those above containing a CF3 group (3)
SMILES	BioA inh
C[C@H](CO)N1C[C@H](C)[C@H](CN(C)C(=O)Nc2ccc(F)cc2)Oc2ccc(NC(=O)CCC(F)(F)F)cc2C1=O	-0.4
C[C@@H]1CCCCO[C@H](CN(C)C(=O)CCC(F)(F)F)[C@@H](C)CN([C@@H](C)CO)C(=O)c2cc(NS(=O)(=O)c3ccccc3)ccc2O1	-0.1
Cc1ccc(S(=O)(=O)N(C)C[C@H]2Oc3ccc(NC(=O)CCC(F)(F)F)cc3CC(=O)N([C@@H](C)CO)C[C@H]2C)cc1	0.8

From PubChem BioAssay
